Scp1 inh: blocks human Scp-1 phosphatase activity | Q9GZU7 | Recombinant Scp1, phosphopeptide, malachite green phosphate absorbance | inhibition, % at 20 µM | 340,000 tested, 0.88% active | AID 493091;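 active = inhibition above about 50% at 20 µM, limit read from the data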;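 also: plate controls were DMSO wells with enzyme for no effect and wells lacking enzyme for full effect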
Target sequence (Q9GZU7 76-261 limits assumed): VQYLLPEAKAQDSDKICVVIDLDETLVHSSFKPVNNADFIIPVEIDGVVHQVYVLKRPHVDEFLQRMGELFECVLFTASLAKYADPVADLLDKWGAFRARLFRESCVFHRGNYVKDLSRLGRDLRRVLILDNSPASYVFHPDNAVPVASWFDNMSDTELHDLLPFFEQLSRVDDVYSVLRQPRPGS
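Times: enzyme reaction 45 min at room temperature, colour 5 min, stabilisation 30 min. Material: SCP-1 catalytic fragment, aa 76-261. Medium: Acidic Tris acetate buffer with magnesium and detergent. Signal: colorimetric free-phosphate detection, absorbance 630 nm. Read-out basis: % inhibition of SCP-1 phosphate liberation. Reagent: Phosphorylated 17-residue peptide substrate.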
NadD block: inhibitors of Staphylococcus aureus NadD; 360,000 tested, 0.78% active; inhibition, % at 20 µM; purified NadD enzyme, colorimetric absorbance read-out; in the data active = inhibition above about 26%; also: some compounds past the cut are filed as inactive
LMPTP block: blocks human LMPTP phosphatase; P24666; recombinant LMPTP-A, OMFP fluorogenic substrate, fluorescence intensity; inhibition, % at 20 µM; 360,000 tested, 0.22% active; AID 651560;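 active = compounds that cut the enzyme signal by at least half of the control window in the single-dose screen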;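 also: plate controls were DMSO wells with enzyme plus substrate for no effect and substrate without enzyme for full effect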
Target sequence (P24666 whole entry, looked up): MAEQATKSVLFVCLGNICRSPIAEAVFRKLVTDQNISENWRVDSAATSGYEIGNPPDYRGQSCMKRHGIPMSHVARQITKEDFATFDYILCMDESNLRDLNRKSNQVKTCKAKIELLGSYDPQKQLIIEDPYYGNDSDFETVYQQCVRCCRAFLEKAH
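Buffer or medium: Bis-Tris pH 6.0, DTT, detergent; Assay system: LMPTP-A enzyme; Quantity: 0.625 nM enzyme; Detection: endpoint fluorescence intensity; Times: 50 min dark incubation at room temperature; Controls: substrate-only low control, DMSO enzyme-plus-substrate high control; Doses: single 20 µM dose; Read-out: percent inhibition versus substrate-only and uninhibited controls; Reagent: 400 µM OMFP.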
STEP block: STEP (human) phosphatase inhibition | inhibition, % at 20 µM | recombinant STEP, OMFP fluorogenic substrate, fluorescence | 360,000 tested, 0.25% active | AID 588621 | P54829;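 active = inhibition at 20 µM, scaled per plate between control wells, above about 37%, limit read from the data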;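 also: 0% = DMSO with enzyme and substrate and 100% = substrate only without enzyme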
Target sequence (P54829 whole entry, looked up): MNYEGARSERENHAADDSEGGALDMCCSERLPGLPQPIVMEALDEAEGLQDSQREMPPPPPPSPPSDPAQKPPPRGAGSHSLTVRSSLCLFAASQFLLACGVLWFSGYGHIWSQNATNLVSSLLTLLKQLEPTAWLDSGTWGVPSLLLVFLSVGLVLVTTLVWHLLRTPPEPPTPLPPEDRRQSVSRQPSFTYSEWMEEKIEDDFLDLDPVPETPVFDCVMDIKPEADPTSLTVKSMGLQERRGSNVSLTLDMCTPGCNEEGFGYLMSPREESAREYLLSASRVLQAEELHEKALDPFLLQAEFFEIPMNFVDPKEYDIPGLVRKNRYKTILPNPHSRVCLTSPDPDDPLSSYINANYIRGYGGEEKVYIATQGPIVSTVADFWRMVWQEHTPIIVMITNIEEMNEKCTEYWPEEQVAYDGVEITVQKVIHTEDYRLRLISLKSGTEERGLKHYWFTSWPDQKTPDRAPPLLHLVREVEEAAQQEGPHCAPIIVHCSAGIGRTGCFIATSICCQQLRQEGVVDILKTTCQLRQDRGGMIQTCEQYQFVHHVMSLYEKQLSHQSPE
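Test system: STEP tyrosine phosphatase / Reagent: OMFP at 25 µM / Doses: 20 µM, 1% DMSO / Read-out: percent inhibition scaled to no-enzyme and uninhibited-enzyme controls, plate-pattern corrected / Detection: FITC-channel fluorescence of OMFP product / Medium: Bis-Tris buffer pH 6.0, 2.5 mM DTT, 0.005% Tween 20 / Schedule: 20 min at room temperature, dark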
Rpn11 block: blocks the human proteasome subunit Rpn11; calls only at 20 µM; 360,000 tested, 0.59% active; O00487; human 26S proteasome, Ub4-pepOG fluorescence polarization; 20S core pre-blocked with epoxomicin; AID 588493;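 active = inhibition at 20 µM, scaled to each plate's controls, above about 33%, limit read from the data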
SKN-1 block: blocks SKN-1 activity in C. elegans | C. elegans VP596 Pgst-4::GFP/RFP ratio, acrylamide-induced, 24 h | inhibition, % at 21.8 µM | 360,000 tested, 0.49% active | AID 624304;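 active = interference check ratio from 0.5 to 1.5 plus GFP to RFP signal ratio inhibition reaching or exceeding a fixed threshold, cut at about 30% in these data, passing the limit was not always enough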; also: some compounds called inactive have numbers as strong as hits
CendR NRP1 mod: modulators of CendR peptide binding to human neuropilin-1; O14786; inhibition, % at 25 µM; FAM-RPARPAR peptide binding to NRP-1, fluorescence polarization; 360,000 tested, 0.85% active;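 active = inhibition or corrected inhibition above about 18%, plus a signal ratio from 0.5 to 1.5, limit read from the data, passing the limit was not always enough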; also: strong numbers were not always called active
DNMT1 inh: blocks human DNA methyltransferase DNMT1; 360,000 tested, 0.83% active; DNMT1 molecular beacon, Hinp1I cleavage, fluorescence; inhibition (reported as % activation of signal), % at 10 µM; in the data active = inhibition above about 50%
MT1-MMP act inh: blocks activation of human MT1-MMP; P50281; HT1080 RFP-PRO-GFP cells, GFP/RFP ratio fluorescence, overnight; percent of plate control window, DMSO zero; AID 651647; 360,000 tested, 0.061% active; GFP/RFP ratio change, % at 20 µM;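 active = GFP/RFP ratio change of at least 30% with cell ATP level not reduced by more than half and red fluorescence within 50% of control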; also: strong numbers were not always called active
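Read-out: GFP/RFP fluorescence ratio; Test system: RFP-PRO-GFP reporter HT1080 cells; Compound dosing: single-point 20 µM compound, 1% DMSO; Times: overnight compound exposure at 37 °C.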
SUMO1 PPI mod: SUMO1-SIM interaction modulation; P63165; SUMO1 binding to a labelled peptide, TR-FRET, 1 h; inhibition, % at 20 µM; 360,000 tested, 0.33% active; AID 602429; in the data active = inhibition above about 37%
Target sequence (P63165 whole entry, looked up): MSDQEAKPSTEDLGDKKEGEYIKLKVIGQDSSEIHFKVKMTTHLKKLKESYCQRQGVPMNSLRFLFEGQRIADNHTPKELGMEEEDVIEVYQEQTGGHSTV
* = called active by the depositor; i = inactive; . = no result given; & = joins results of further samples. Compounds as they come; about 3.9% have a hit in one of these screens.

SMILES | Scp1 inh | NadD block | LMPTP block | STEP block | Rpn11 block | SKN-1 block | CendR NRP1 mod | DNMT1 inh | MT1-MMP act inh | SUMO1 PPI mod
Cc1ccc(S(=O)(=O)NCc2ccccc2)cc1C(=O)N(C)Cc1ccccc1F | -7 | -10 | -1.9 | 2 | i | -2 | 2 | -1 | -2 | -7
Cc1ccccc1Nc1nnc(C)c(=O)n1N | -4 | 5 | -1.4 | 2 | i | 7 | -4 | -1 | 3 | 0
O=C(CNC(=O)Cc1ccccc1)NCC(=O)OCC(=O)c1ccc(Cl)cc1 | -3 | 5 | -1.1 | -3 | i | -8 | 1 | 13 | -5 | 0
O=C(NC1CCCCCC1)C1CCCN(S(=O)(=O)c2cccs2)C1 (configuration not stated) | -5 | 2 | -1.3 | 2 | i | 7 | -5 | -2 | -1 | -1
Cc1ccc2nsnc2c1NC(=O)Cc1ccc(Cl)cc1 | 7 | -8 | -0.7 | 0 | i | -4 | 19 | 3 | -4 | -10
O=C(Cc1ncc(C(F)(F)F)cc1Cl)N1CCN(c2ccc(F)cc2)CC1 | -15 | -2 | -2.0 | 0 | i | 10 | 2 | 1 | -12 | 3
CCc1nc2ccccc2c(C(=O)OCC(=O)Nc2cccc(S(=O)(=O)N3CCOCC3)c2)c1C | -1 | 0 | 2.9 | -5 | i | 23 | -4 | -16 | -4 | 23
Cc1cc(N2CCCC2=O)ccc1S(=O)(=O)N1CCOCC1 | -3 | -5 | -1.5 | 0 | i | 7 | 5 | 1 | -2 | 3
CCOC(=O)N1CCN(CCC(=O)Nc2ccc(OC(F)(F)F)cc2)CC1 | -10 | -6 | -2.2 | 4 | i | -9 | 1 | -3 | -2 | 2
Cc1ccc(NC(=O)C(=O)c2cn(CC(=O)N3CCCCC3)c3ccccc23)cc1 | -9 | 3 | 1.9 | 1 | i | 4 | 2 | -3 | -3 | -24
CC(=O)c1cc2c(cc1NC(=O)CSc1nnc(C)s1)OCO2 | 1 | -2 | -1.3 | 3 | i | 10 | 12 | 2 | 7 | -12
Cc1ccc(S(=O)(=O)N(CC(=O)NCCSc2ccccn2)c2ccccc2F)cc1 | -2 | -5 | -0.1 | 4 | i | -11 | -2 | -4 | -3 | 2
CC1(C)CC(=O)C(N=Nc2cccnc2)=C(O)C1 | -6 | -1 | -2.3 | -1 | i | -17 | 2 | 10 | -5 | -36
Fc1ccc(-c2nc3nc4ccccc4nc3n2Cc2ccco2)cc1 | -3 | 0 | 1.3 | 0 | i | 1 | 5 | -1 | 6 | -22
Cn1c(=O)cc(OCCCC(=O)N2CCCCC2)c2ccccc21 | -2 | 0 | -0.3 | 4 | i | -9 | 0 | 2 | 12 | 2
Cc1ccc(S(=O)(=O)N2CCCCC2)cc1NC(=O)CNC(C)c1ccc(Cl)c(Cl)c1 (configuration not stated) | 21 | 7 | 3.0 | 4 | i | 10 | 15 | -9 | -2 | 3
Cc1ccc(S(=O)(=O)N2CCOC2CNC(=O)C(=O)NCCN(C)C)cc1 (configuration not stated) | -5 | -2 | -3.4 | 0 | i | 14 | 5 | 1 | -2 | -3
CC(=O)Nc1cnc(-c2cccc(C(=O)N(C)C)c2)cn1 | . | -8 | -1.5 | -3 | i | 1 | 3 | 0 | -7 | 0
Cc1ccsc1/C=N/NC(=O)c1cccnc1 | -6 | -3 | -2.5 | 0 | i | -2 | 6 | 0 | 0 | -14
O=C(NCC1CCCCC1)c1ccc(F)cc1Cl | 8 | -5 | 0.9 | -2 | i | 25 | -2 | 5 | 1 | 3
COc1ccc(C(=O)Nc2ccc3[nH]c(-c4cccc(OC)c4)cc(=O)c3c2)cc1 | 3 | 13 | -0.5 | 1 | i | -2 | 12 | 36 | 2 | 3
O=C(O[C@@H]1OC2COC(=O)c3cc(O)c(O)c(O)c3-c3c(cc(O)c(O)c3O)C(=O)O[C@@H]([C@H]1O)[C@@H]2O)c1cc(O)c(O)c(O)c1 | 50* | 10 | 14 | 11 | . | -5 | -91 | 90* | -3 | 46*
CCOC(=O)c1c(C)[nH]c(C)c1C(=O)COC(=O)/C=C/c1cccc([N+](=O)[O-])c1 | . | -6 | 1.0 | -2 | i | -10 | -15 | -9 | 0 | -37
O=C(CSc1ccc(-c2ccco2)nn1)N1CCCCCC1 | 12 | 2 | 4.1 | 3 | i | 11 | 13 | 3 | 4 | 7
O=C(CCCCCN1C(=O)c2ccccc2C1=O)Nc1ccc(S(=O)(=O)N2CCCCC2)cc1 | -12 | 0 | 0.6 | -2 | i | -6 | 3 | 4 | 8 | -5
Cc1cc(C(=O)N/N=C/c2cc(Br)ccc2OC(=O)c2ccccc2)n[nH]1 | 94* | 9 | 33 | 5 | i | 5 | 1 | 15 | -1 | -1
CSc1nc2ccccc2cc1/C=C(\C#N)c1cccc(Cl)c1 | -7 | 3 | 0.5 | 3 | i | -3 | 18 | 6 | -2 | 2
CCCCN(C)C(=O)c1ccc(CS(=O)(=O)c2ccccc2C)o1 | -9 | -1 | -0.5 | 1 | i | 18 | 8 | 3 | -1 | 3
CCOC(=O)c1c(-c2ccccc2)oc2ccc(O)c(CN3CCN(C)CC3)c12 | -5 | -5 | -2.5 | 0 | i | 3 | -2 | -5 | -14 | -1
O=C(Cc1cccs1)Nc1nnc(SCC(=O)N2CCCCC2)s1 | -4 | -1 | -1.5 | 4 | i | 10 | -1 | 3 | 2 | 3
O=C(NCCOCc1ccccc1)C(c1ccccc1)c1ccccc1 | -1 | -8 | -1.0 | -1 | i | 6 | 5 | -1 | -2 | 0
O=C(NNC(=O)c1cc(-c2ccncc2)nc2ccccc12)c1ccccc1F | -8 | 2 | 1.0 | 0 | i | 14 | -15 | 0 | -3 | -21
O/N=C(\Cn1ccnc1)c1ccccc1 | 0 | -2 | -0.3 | -2 | i | 7 | -2 | -3 | -2 | 6
Cc1cccc(N2C(=O)N3[C@@H]4c5ccccc5OC[C@@H]4[C@@H](c4ccccc4)[C@]3(C)C2=O)c1 | -10 | 0 | 1.0 | 12 | i | 8 | 8 | -1 | -2 | 2
Cc1ccc(Cl)cc1N1CCN(S(=O)(=O)c2c(C)nc3scc(C)n3c2=O)CC1 | -10 | 13 | 3.2 | 4 | i | -7 | -4 | -2 | -1 | -3
COc1ccc(-c2nnc3sc(-c4ccco4)nn23)cc1OC | 7 | 3 | 0.8 | 2 | i | 22 | -10 | -2 | 5 | -10
COc1ccccc1OCC(=O)N1CCN(S(=O)(=O)c2ccc(Cl)cc2)CC1 | 2 | 6 | -0.8 | 0 | i | 14 | -7 | 0 | -3 | 0
Nc1c(C(=O)N/N=C/c2ccc(Cl)cc2)cnn1-c1ccccc1 | -4 | 1 | 11 | -2 | i | -10 | 19 | 9 | 5 | 7
CCc1cccc2sc(N(CCCN3CCOCC3)C(=O)CS(=O)(=O)c3ccccc3)nc12 | -6 | -7 | 0.2 | 1 | i | 19 | 1 | -6 | -5 | 1
CCc1ccccc1NC(=O)CCOc1ccccc1 | -14 | -4 | -2.5 | 0 | i | -3 | 8 | 3 | -2 | 3
O=C(c1csc2ccccc12)N1CCN(c2ccc(Cl)c(Cl)c2)CC1 | -11 | -7 | 5.6 | 2 | i | 8 | 4 | -10 | 4 | -2
COc1cc(CNCCCO)ccc1OCC(=O)NC(C)(C)C | -5 | -7 | -2.3 | 0 | i | 0 | 0 | 2 | 1 | 29
CCC(NC(=O)Cc1c(C)c2ccc(OC)c(C)c2oc1=O)C(=O)NC(Cc1ccc(Cl)cc1)C(=O)O (configuration not stated) | -1 | 4 | -1.0 | -2 | i | -1 | -9 | -2 | 0 | 12
COc1ccc(CCNC(=O)COC(=O)COc2ccc(C#N)cc2)cc1 | 5 | 0 | -0.5 | 2 | i | -8 | -9 | -1 | 1 | 0
CCN(CC)CCCN(C(C)=O)c1nc(-c2cc(OC)ccc2OC)cs1 | -5 | 0 | -0.2 | -2 | i | 0 | -6 | 0 | 0 | -2
CCc1ccc(-c2cn(C3CCCCC3)c(=S)[nH]2)cc1 | 15 | 3 | 0.4 | 3 | i | 5 | -11 | -1 | -5 | 2
CCNC(=O)C1CCN(S(=O)(=O)c2ccc(F)cc2)CC1 | 2 | -1 | -1.6 | -2 | i | -15 | 8 | 3 | 1 | 4
Cc1nc(C)n(CC(C)C(=O)N2CCN(S(=O)(=O)c3ccccc3)CC2)n1 (configuration not stated) | 25 | 3 | -1.4 | -2 | i | -11 | 0 | 0 | 2 | 5
CSCCC(NS(=O)(=O)c1ccc(Cl)cc1)C(=O)OCC(=O)N1CCOCC1 (configuration not stated) | 0 | 3 | -1.9 | -5 | i | -13 | 0 | 0 | -3 | -3
O=C(c1ccccc1S(=O)(=O)NCc1ccccc1)N1CCCCC1 | -6 | 1 | -1.2 | 1 | i | 8 | 17 | 2 | -5 | -2
CC(C)CC1Nc2ncnc(N3CCN(c4ccccn4)CC3)c2N(Cc2ccccc2)C1=O (configuration not stated) | -2 | -2&2 | -0.5&-0.3 | 2&-3 | i | -9&1 | 12&-9 | -7&-2 | -6&1 | 5&-4
CCN(CC)S(=O)(=O)c1ccc2[nH]cc(C(=O)NCCN3CCCCCC3)c(=O)c2c1 | -8 | -1 | 12 | 36 | i | 1 | -2 | -4 | 2 | 5
NC(=O)c1ccc(-c2noc(-c3ccccc3F)n2)cc1 | -9 | 0 | -1.1 | 1 | i | 2 | -17 | 4 | 0 | 27
CCOC(=O)C1(Cc2ccccc2Cl)CCN(S(=O)(=O)N(C)C)CC1 | -13 | -8 | 0.8 | 0 | i | -1 | 12 | -2 | 0 | 1
O=C(CN(Cc1ccco1)C(=O)c1cc(=O)[nH]c2ccccc12)Nc1ccccc1Br | -13 | 5 | -0.1 | 1 | i | 14 | -61 | 0 | 3 | 1
Cn1ncc(Br)c1C(=O)OCC(=O)Nc1nc(-c2ccccc2)cs1 | -8 | -8 | -0.6 | -1 | i | -6 | 1 | 4 | 2 | 0

By substructure: the compounds so far with a CF3 group
SMILES | Scp1 inh | NadD block | LMPTP block | STEP block | Rpn11 block | SKN-1 block | CendR NRP1 mod | DNMT1 inh | MT1-MMP act inh | SUMO1 PPI mod
O=C(Cc1ncc(C(F)(F)F)cc1Cl)N1CCN(c2ccc(F)cc2)CC1 | -15 | -2 | -2.0 | 0 | i | 10 | 2 | 1 | -12 | 3
CCOC(=O)N1CCN(CCC(=O)Nc2ccc(OC(F)(F)F)cc2)CC1 | -10 | -6 | -2.2 | 4 | i | -9 | 1 | -3 | -2 | 2

Source: PubChem BioAssay (Sanford-Burnham Center for Chemical Genomics)
